NCF1 inh: p47phox/p22phox peptide binding inhibitors, primary screen, biochemical, uHTS, NADPH oxidase regulatory subunit; fluorescence polarization, 2 h; AID 1274, 2008; Neutrophil cytosol factor 1 (Homo sapiens), P14598; inhibition, % at 24.7 µM; hit rate 0.53% among 220,000;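 note: 0% = p47phox with labelled peptide and 100% = labelled peptide alone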
Target sequence (P14598 whole entry, looked up): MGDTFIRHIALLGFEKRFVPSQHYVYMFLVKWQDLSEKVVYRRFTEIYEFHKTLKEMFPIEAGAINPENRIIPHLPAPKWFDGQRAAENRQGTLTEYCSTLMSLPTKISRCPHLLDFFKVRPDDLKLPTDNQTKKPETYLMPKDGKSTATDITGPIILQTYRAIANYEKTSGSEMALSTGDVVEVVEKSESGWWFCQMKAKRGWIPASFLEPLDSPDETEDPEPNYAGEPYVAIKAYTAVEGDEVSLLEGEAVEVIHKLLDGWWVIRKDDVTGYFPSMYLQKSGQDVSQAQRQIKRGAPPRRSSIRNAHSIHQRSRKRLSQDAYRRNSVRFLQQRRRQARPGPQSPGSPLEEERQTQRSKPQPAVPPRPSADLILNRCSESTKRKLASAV
Cl transport mod: KCC2 cotransporter modulators, thallium flux, primary screen, cell-based, HEK293 KCC2, FluoZin-2 fluorescence, MLSMR; hit rate 2.2% among 190,000; KCC2 cells, thallium flux FluoZin-2 fluorescence; B-score of Tl+ flux slope (higher = more flux/activation; lower = inhibition) at 10 µM; Solute carrier family 12 member 5 (Homo sapiens), Q9H2X9; AID 1456, 2008;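 active = thallium flux slope and its plate-corrected score both differing from the plate sample mean at a set confidence after two filtering rounds, in either direction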;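 note: slope of fluorescence scaled to starting intensity during 10 to 20 s after thallium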
14-3-3 Bad PPI: inhibitors of 14-3-3 zeta/Bad binding, primary screen, biochemical, TR-FRET, bovine 14-3-3 zeta; 14-3-3 protein zeta/delta (Bos taurus), P63103; TR-FRET 14-3-3zeta/Dy647-pBad peptide displacement, 1 h; inhibition, % at 21.7 µM; hit rate 0.71% among 220,000;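 active = inhibition above about 70%, limit read from the data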;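 note: 0% = full 14-3-3 plus peptide FRET controls and 100% = background without 14-3-3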
thrombin 1536: human alpha-thrombin inhibitors, primary screen, counter-screen for coagulation protease inhibitor project, biochemical, 1536-well, fluorogenic AMC substrate; hit rate 0.26% among 220,000; Boc-VPR-AMC fluorogenic substrate cleavage; Prothrombin (Homo sapiens), P00734; inhibition, % at 5 µM;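 active = inhibition at or above 40%; inactive = inhibition below 40%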;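 note: 0% = enzyme with no compound and 100% = wells without enzyme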
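Test system: human alpha-thrombin; medium: pH 7.5 Tris-saline with Tween 20; times: reaction at room temperature; signal: AMC fluorescence at 355 nm excitation and 460 nm emission; also added: Boc-VPR-AMC substrate, 15 µM final; dosing: one concentration per compound, 5 µM, with 0.2% DMSO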
Rad51 HR inh: human RAD51 strand exchange inhibitors, primary screen, biochemical, fluorescence | inhibition, % at 10 µM | DNA repair protein RAD51 homolog 1 (Homo sapiens), Q06609 | hRad51 DNA strand exchange, fluorescence dequenching | hit rate 0.085% among 200,000 | AID 1385, 2008;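 active = inhibition above 40% at the single screening dose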;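 note: 0% = DMSO control wells and 100% = blanks with heterologous ssDNA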
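System: human Rad51 nucleoprotein filaments preassembled on unlabelled ssDNA. Reagent: labelled 47-mer dsDNA for strand exchange. Schedule: 30-min compound preincubation and 15-min exchange, both room temperature. Measured by: FRET fluorescence dequenching, excitation 485 nm, emission 520 nm. Read-out: Fluorescence-based percent inhibition, control- and blank-normalised. Benchmarks: plate controls and plate blanks.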
EBV gp42 block: Epstein-Barr virus gp42 inhibitors, primary screen, biochemical, uHTS, fluorescence polarization; Fluorescence polarization binding assay, mP read-out; inhibition, % (tested at 21.74 µM); hit rate 0.42% among 220,000; AID 1085, 2008; in the data active = inhibition above about 50%
hK5 inh: human KLK5 protease inhibitors, primary screen, biochemical, 1536-well | Kallikrein-5 (Homo sapiens), Q9Y337 | recombinant hK5, fluorogenic AMC substrate cleavage | inhibition, % at 5 µM | hit rate 0.59% among 210,000 | AID 873, 2007;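 active = inhibition of 40% or more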;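 note: 0% = enzyme controls without compound and 100% = no-enzyme blanks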
Furin inhibitor: human furin inhibitors, primary screen, biochemical, fluorescence intensity. purified furin, fluorogenic substrate cleavage. inhibition, % at 30 µM. hit rate 0.061% among 220,000. AID 463115, 2010; in the data active = inhibition above about 25%; note: inactives centre near -15
Target sequence (P09958 108-714 limits assumed): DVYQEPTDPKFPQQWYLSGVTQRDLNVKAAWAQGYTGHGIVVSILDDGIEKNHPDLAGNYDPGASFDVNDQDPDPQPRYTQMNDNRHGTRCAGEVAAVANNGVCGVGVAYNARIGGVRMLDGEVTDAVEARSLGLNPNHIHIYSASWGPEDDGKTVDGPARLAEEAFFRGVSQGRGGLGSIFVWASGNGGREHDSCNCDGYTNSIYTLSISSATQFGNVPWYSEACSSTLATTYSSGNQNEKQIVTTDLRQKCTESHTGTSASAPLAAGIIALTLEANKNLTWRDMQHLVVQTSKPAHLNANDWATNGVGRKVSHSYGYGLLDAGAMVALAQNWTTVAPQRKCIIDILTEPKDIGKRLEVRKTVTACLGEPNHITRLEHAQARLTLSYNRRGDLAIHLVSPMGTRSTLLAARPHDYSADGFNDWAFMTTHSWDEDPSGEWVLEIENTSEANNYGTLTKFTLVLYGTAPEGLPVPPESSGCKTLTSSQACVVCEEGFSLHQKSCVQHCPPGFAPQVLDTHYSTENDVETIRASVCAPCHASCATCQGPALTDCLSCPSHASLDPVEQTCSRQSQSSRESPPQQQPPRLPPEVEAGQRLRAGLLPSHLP
eIF4E-4G inh: eIF4E–eIF4G protein interaction inhibitors, primary screen, biochemical, uHTS, TR-FRET, eIF4GI fragment; TR-FRET eIF4E-eIF4GI(517-606) binding, 2 h; inhibition, % at 21.7 µM; hit rate 0.37% among 220,000;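 note: 0% = full FRET control wells and 100% = background wells lacking eIF4GI fragment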
An asterisk follows results filed as active; · = not tested or not shown; [ ] = another dose, or the depositor's remark.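 Rule for the calls, unless noted: active = inhibition above about 30% (limit read from the data); inactive = the rest.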

No.	SMILES	NCF1 inh	Cl transport mod	14-3-3 Bad PPI	thrombin 1536	Rad51 HR inh	EBV gp42 block	hK5 inh	Furin inhibitor	eIF4E-4G inh
1	Cc1nn(-c2ccccc2)c2nc(Cl)c(C(=O)O)cc12	-6.1	-0.892	10.6[fluorescence artefact?]	-7.6	-0.7	6.9	-10.0	-11.5	1.1
2	COc1ccccc1C(=O)NCCC(=O)N1CC(=O)Nc2ccccc21	1.3	·	14.1	-3.0	10.2	-22.8	-18.9	-8.8	7.4
3	CC(C)CCNC(=S)Nc1ccccc1F	-17.6	1.61	-10.7	-3.1	2.3	1.0	-21.6	-5.6	4.0[fluorescence artefact?]
4	O=C(CSc1nnc(C2CC2)n1Cc1ccccc1)c1cc2ccccc2o1	-28.6	-3.84*	4.5	-5.5	-1.0	-16.2	3.8	-17.6	-5.9
5	O=C(COc1c(F)c(F)c(C(F)(F)F)c(F)c1F)Nc1ccc(N2CCOCC2)c(Cl)c1	-5.4	-1.18	-6.2	0.8	·	-2.2	-4.8	-2.7	4.9
6	O=C(Nc1ccc(Br)c2cccnc12)c1ccc(Cn2cc(Cl)cn2)o1	-3.7	2.04	-1.8	0.7	·	1.8	-7.4	-18.7	-1.4
7	CC(C)(C)n1nc(-c2ccc(F)cc2)c2c(N)ncnc21	-6.9	0.136	3.2	2.9	8.7	4.8	8.0	-3.5[20 µM]	-0.5
8	COc1ccc2oc(-c3ccccc3[N+](=O)[O-])cc(=O)c2c1	0.0	·	-3.5	-4.7	-110.1	1.4	-6.7	-13.2	0.5
9	Nc1nc2ccccc2n1/N=C/c1ccc([N+](=O)[O-])s1	-8.2	-0.195	-20.7	0.6	-2.3	-24.3	-8.4	-13.7	-4.0
10	O=C(CSc1ccc(-c2cccs2)nn1)c1cccs1	-13.0	-1.3	-9.6	-4.3	4.5	-8.8	-1.2	-26.8	-4.4
11	CCOC(=O)CSc1nnc(-c2ccccc2NC(=O)c2ccccc2)o1	-1.1	·	6.0[fluorescence artefact?]	-1.5	-4.9	-7.6	-2.5	-36.6	-3.9[fluorescence artefact?]
12	COC(=O)C1CCN(C(=O)Cc2ccc(C)cc2)CC1	-8.0	·	7.0	-12.9	-4.9	-12.7	-26.3	-18.4[20 µM]	2.1[fluorescence artefact?]

(list continues)
No.	SMILES	NCF1 inh	Cl transport mod	14-3-3 Bad PPI	thrombin 1536	Rad51 HR inh	EBV gp42 block	hK5 inh	Furin inhibitor	eIF4E-4G inh
13	CC(C)N1CCc2c(sc(NC(=O)c3ccc(S(=O)(=O)N4CCc5ccccc54)cc3)c2C(N)=O)C1	21.4	0.56	53.4	3.1	-12.1	-38.1	3.2	-7.4	-6.3
14	CC(c1ccco1)N(C(=O)c1ccc(C#N)cc1)c1ccccn1 (centres undefined)	9.8	1.34	-8.0	-6.7	-8.6	3.5	2.9	-3.1[20 µM]	0.4
15	Cn1nnc(NC(=O)c2ccccc2F)n1	-2.3	0.0631	-6.7	-2.6	1.4	-8.4	0.0	-2.5	-1.6
16	Cc1cc2cc(NC(=O)c3ccco3)ccc2[nH]1	-8.6	0.031	-2.2[fluorescence artefact?]	2.1	8.2	-4.3	1.5	-21.4[20 µM]	-2.4
17	COc1ccc(C(CNC(=O)Cn2[nH]c(=O)c3ccccc3c2=O)N2CCCC2)cc1 (centres undefined)	20.6	0.0349	-12.2	-1.1	-1.8	-30.7	-11.9	-14.8	2.5[fluorescence artefact?]
18	Cc1ccc(C(C)C)c(OCc2ccc(C(=O)N/N=C/c3ccc(O)c(O)c3)cc2)c1	-10.4	0.405	-12.9[fluorescence artefact?]	-8.0	3.2	5.0	-3.3	-6.7	3.8
19	Cc1cc(C(=O)OCC(=O)NCc2ccc3c(c2)OCO3)c2ccccc2n1	-5.2	-1.43	0.0	-7.4	-2.3	-17.9	-0.6	-24.5	-0.8
20	O=C(c1ccco1)N1CCN(c2ncnc3c2[nH]c2ccc(Br)cc23)CC1	-23.0	-0.721	5.5	-6.1	·	18.1	-10.7	-19.5	-8.1
21	CCN(CC)C(=O)Cn1cc(SCC(=O)NC2CCCC2)c2ccccc21	-1.5	0.321	-7.8	1.1	2.9	-4.8	-1.1	-23.6	-2.2
22	CCS(=O)(=O)n1nc(-c2ccccc2)nc1SCc1ccccc1	3.2	-0.0353	-2.7[fluorescence artefact?]	-5.0	1.7	2.9	5.2	-15.2[20 µM]	2.0
23	CC1(C)Cc2c(sc3nn[nH]c(=O)c23)CO1	-2.3	1.21	-5.0	-0.8	-8.3	0.4	-21.6	-18.6	15.7
24	CC(C)n1c(N2CCN(C(=O)Nc3ccc(Cl)cc3)CC2)nc2ccccc21	-9.4	0.715	-8.7	-14.3	-0.9	-5.9	-3.0	-17.9	-0.3

Reprinted at random: two entries already listed.
No.	SMILES	NCF1 inh	Cl transport mod	14-3-3 Bad PPI	thrombin 1536	Rad51 HR inh	EBV gp42 block	hK5 inh	Furin inhibitor	eIF4E-4G inh
5	O=C(COc1c(F)c(F)c(C(F)(F)F)c(F)c1F)Nc1ccc(N2CCOCC2)c(Cl)c1	-5.4	-1.18	-6.2	0.8	·	-2.2	-4.8	-2.7	4.9
6	O=C(Nc1ccc(Br)c2cccnc12)c1ccc(Cn2cc(Cl)cn2)o1	-3.7	2.04	-1.8	0.7	·	1.8	-7.4	-18.7	-1.4

Later entries:
No.	SMILES	NCF1 inh	Cl transport mod	14-3-3 Bad PPI	thrombin 1536	Rad51 HR inh	EBV gp42 block	hK5 inh	Furin inhibitor	eIF4E-4G inh
25	COc1ccc(NC2=Nc3cccc4cccc2c34)cc1OC	-11.2	-0.365	-18.9[fluorescence artefact?]	2.9	-11.1	-23.5	-9.7	1.3[20 µM]	0.8[fluorescence artefact?]
26	COc1ccc(N(C(=O)c2cnsn2)C(C(=O)NC2CCCCC2)c2ccncc2)cc1 (centres undefined)	-4.1	-0.214	8.1	1.9	4.5	-2.6	-19.7	-12.4	-0.6[fluorescence artefact?]
27	COc1ccc(/C=N/NC(=O)CCn2cnc3ccccc32)cc1	-53.6	-0.32	-2.1	9.8	-1.3	-8.6	40.6*	-15.5	3.2
28	Cc1cccc(N2C(=O)CC(Sc3nc(-c4ccccc4)c4cc(Cl)ccc4n3)C2=O)c1 (centres undefined)	-7.0	·	5.0[fluorescence artefact?]	3.8	-10.4	-1.8	6.6	-10.2	2.5
29	c1ccc(CNc2cnccn2)cc1	-6.8	·	3.8	-0.3	-0.6	-16.6	-12.6	-18.8[20 µM]	4.3
30	Cc1cccc(CCN(Cc2cc3cccc(C)c3[nH]c2=O)C(=O)N2CCOCC2)c1	-9.6	-0.211	-3.4[fluorescence artefact?]	7.4	0.4	7.0	-11.5	-24.7	2.2
31	COc1ccc([N+](=O)[O-])cc1NC(=O)c1cncc(Br)c1	-1.4	0.143	-1.8	-2.8	-9.0	-3.2	-3.5	-24.1	2.1
32	Cn1c(=O)c2c(ncn2CC(N)=O)n(C)c1=O	-30.6	·	4.6	-1.2	0.4	-41.1	1.4	-11.4	-0.6
33	COc1cccc(C2C3=C(CCCC3=O)Nc3[nH]n(-c4ccccc4)c(=O)c32)c1 (centres undefined)	-2.9	-0.0223	-18.9	-4.7	2.7	13.5	-24.7	-17.6	-3.1
34	CC(=O)Nc1cc(C)nn1-c1nc2ccccc2s1	-0.6	-0.224	-14.2	10.2	-2.2	-12.9	-5.1	-21.9	0.4
35	COc1ccc(NC(=O)COC(=O)CC2CC3CCC2C3)c([N+](=O)[O-])c1 (centres undefined)	-1.2	-0.0971	7.0	-2.9	0.1	-12.1	-3.0	-16.9	1.5
36	Cc1ccc(NC(=S)NNC(=O)CSc2nnc(-c3ccc(Cl)cc3)n2C2CCCCC2)cc1	-8.5	-1.81	-16.4	1.6	8.9	2.1	-62.9	-4.4	-2.6

4 entries out of the list above, sorted by the number in NCF1 inh, descending.
item | smiles | NCF1 inh
6 | O=C(Nc1ccc(Br)c2cccnc12)c1ccc(Cn2cc(Cl)cn2)o1 | -3.7
26 | COc1ccc(N(C(=O)c2cnsn2)C(C(=O)NC2CCCCC2)c2ccncc2)cc1 (centres undefined) | -4.1
28 | Cc1cccc(N2C(=O)CC(Sc3nc(-c4ccccc4)c4cc(Cl)ccc4n3)C2=O)c1 (centres undefined) | -7.0
25 | COc1ccc(NC2=Nc3cccc4cccc2c34)cc1OC | -11.2

The listing continues:
No.	SMILES	NCF1 inh	Cl transport mod	14-3-3 Bad PPI	thrombin 1536	Rad51 HR inh	EBV gp42 block	hK5 inh	Furin inhibitor	eIF4E-4G inh
37	CCSC1=C(C#N)C(c2ccc3c(c2)OCO3)C2=C(CCCC2=O)N1 (centres undefined)	-6.8	-0.431	-8.1	0.9	-2.8	0.0	-1.6	-1.8[20 µM]	1.4
38	COC(=O)CN1C(=O)S/C(=C/c2cc(C)n(C)c2C)C1=O	-2.6	-0.248	-6.2	-0.5	-9.9	-8.3	-0.9	1.5	1.2
39	CC(Sc1nc2ccccc2[nH]1)C(=O)O (centres undefined)	2.2	·	-4.4[fluorescence artefact?]	-2.6	4.2	-6.6	-13.9	-6.1[20 µM]	-8.2[fluorescence artefact?]
40	COCCCNC(=O)CSc1nc2c(sc3ccccc32)c(=O)n1CCCC(=O)NCC1CCCO1 (centres undefined)	7.1	-0.276	13.4	15.9	2.9	-15.7	-1.8	-11.7	3.4
41	Cc1ccc2nc(-c3ccncc3)cc(C(=O)Nc3ccc(OC(F)F)cc3)c2c1	17.6	-0.383	39.9	0.2	·	-4.7	·	-26.8	5.9
42	O=C1C2C3C=CC(C4CC34)C2C(=O)N1/N=C/c1ccc(-c2ccc(F)cc2[N+](=O)[O-])o1 (centres undefined)	-9.4	·	-1.7	6.3	-11.7	-9.3	-2.1	-12.0[20 µM]	11.6
43	O=C(CN1CC(c2ccccc2)CC1=O)OCc1ccccc1F (centres undefined)	-5.5	-2.33	3.0	18.2	-1.9	-12.7	34.1	-15.5[20 µM]	-4.3
44	CCOC(=O)/C(=N/Nc1ccc(Cl)cc1)S(=O)(=O)c1ccccc1	-10.1	-0.195	-14.0	-11.3	0.1	-11.3	-16.8	-7.3[20 µM]	1.0
45	Cc1cccc(-c2ncc(S(=O)(=O)C(C)(C)C)c(N)n2)c1	-3.1	-0.0277	2.2	-5.9	0.9	-4.2	0.9	-19.1	1.5

High-throughput results from PubChem BioAssay.
